Screening results: PubChem BioAssay, National Center for Advancing Translational Sciences (NCATS)
Anesthetic bind – qHTS Assay for Identification of Novel General Anesthetics; apoferritin/1-aminoanthracene competitive binding, fluorescence; Potency, µM (top dose mostly 77.5 µM), inactives show top-dose activity change, negative = displacement, hits mostly inhibitors; hit rate 0.074% among 350,000; AID 485281, 2010; note: potency is the fitted concentration of half-maximal effect; % is set by controls: 0 for no effect and ±100 for the full control effect; nearly all actives have a fitted effect of over 20% in size
Target sequence (P02791 2-175 limits assumed): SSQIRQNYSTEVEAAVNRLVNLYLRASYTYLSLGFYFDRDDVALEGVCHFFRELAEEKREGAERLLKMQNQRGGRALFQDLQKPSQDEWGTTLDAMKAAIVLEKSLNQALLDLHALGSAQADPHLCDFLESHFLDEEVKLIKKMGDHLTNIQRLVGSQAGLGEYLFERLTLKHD
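Apoferritin-based anesthetic binding model; compound displacement of fluorescent 1-AMA measured as endpoint fluorescence after 10 minutes at room temperature, scaled to free-ligand and complex controls.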
ERG-DNA inh – qHTS for Small Molecule Inhibitors of the ERG Ets/DNA interaction | fluorescence polarization, His-ERG Ets domain / labelled DNA | Potency, µM (titrated, usually from 76.9 µM), for the others: at the top dose FP activity, negative = inhibition, usual class: inhibitors | hit rate 0.028% among 370,000 | AID 624246, 2012; active = well fitted inhibition curve with a large enough effect in the polarisation, with a control signal flat; inconclusive = small, poorly fitted or top-dose-only effect, or effect the other way, or a change in a side signal; inactive = no such curve, though single readings can be large or run the other way; the % refers to the polarisation;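 note: polarization taken with two DNA probes labelled with fluorescein and Texas red; potency is the fitted concentration of half-maximal effect; % of control where 0% means no effect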
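His-tagged ERG Ets domain (1 uM in the protein solution; 300mM KCl, 50mM Tris-HCl, 1mM EDTA, 1mM DTT, pH 7.5) received compound, then a probe mix of 5 nM fluorescein-DNA and 100nM Texas-615-DNA. Fluorescence polarization was read for both dyes.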
Pol kappa inh – qHTS for Inhibitors of Polymerase Kappa; DNA polymerase kappa (Homo sapiens), Q9UBT6; purified Pol kappa, fluorescent DNA synthesis assay, 10 min; Potency, µM (doses to about 107 µM), inactives show at the highest dose activity, negative = inhibition, hits mostly inhibitors; hit rate 0.53% among 400,000; AID 588579, 2011; note: potency is the fitted concentration of half-maximal effect; % is set by controls: 0 for no effect and ±100 for the full control effect
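Pol kappa 10 nM + cpd, 15 min RT; start w/ substrate 50 nM final; fluorescence kinetic read, 0 and 10 min. Neg ctrl: buffer, no enzyme.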
TRHR ag – qHTS for Small Molecule Agonists and Allosteric Enhancers of Human TRH Receptor: Primary Screen for Agonists. Thyrotropin-releasing hormone receptor (Homo sapiens), P34981. TRHR cells, calcium flux fluo-8, FDSS agonist mode. activation, % at 2 µM. hit rate 0.18% among 360,000. AID 493084, 2011; in the data active = activation above about 30%; note: 0% is about no effect
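TRHR-expressing cells loaded with fluo-8 calcium dye; 23 nL library compound pin-transferred, kinetic FDSS fluorescence (Ex 480/Em 530) recorded about 180 s for agonist-induced calcium release, before a 10 nM TRH EC20 addition for potentiator mode.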
Pol iota inh – qHTS for Inhibitors of Polymerase Iota. hit rate 1% among 390,000. Potency, µM (highest dose often 115 µM), for inactives: at the top dose activity, negative = inhibition, most hits filed as inhibitors. DNA polymerase iota (Homo sapiens), Q9UNA4. Pol iota fluorescent replication assay, 10 min; note: potency is the fitted concentration of half-maximal effect
Target sequence (Q9UNA4 whole entry, looked up): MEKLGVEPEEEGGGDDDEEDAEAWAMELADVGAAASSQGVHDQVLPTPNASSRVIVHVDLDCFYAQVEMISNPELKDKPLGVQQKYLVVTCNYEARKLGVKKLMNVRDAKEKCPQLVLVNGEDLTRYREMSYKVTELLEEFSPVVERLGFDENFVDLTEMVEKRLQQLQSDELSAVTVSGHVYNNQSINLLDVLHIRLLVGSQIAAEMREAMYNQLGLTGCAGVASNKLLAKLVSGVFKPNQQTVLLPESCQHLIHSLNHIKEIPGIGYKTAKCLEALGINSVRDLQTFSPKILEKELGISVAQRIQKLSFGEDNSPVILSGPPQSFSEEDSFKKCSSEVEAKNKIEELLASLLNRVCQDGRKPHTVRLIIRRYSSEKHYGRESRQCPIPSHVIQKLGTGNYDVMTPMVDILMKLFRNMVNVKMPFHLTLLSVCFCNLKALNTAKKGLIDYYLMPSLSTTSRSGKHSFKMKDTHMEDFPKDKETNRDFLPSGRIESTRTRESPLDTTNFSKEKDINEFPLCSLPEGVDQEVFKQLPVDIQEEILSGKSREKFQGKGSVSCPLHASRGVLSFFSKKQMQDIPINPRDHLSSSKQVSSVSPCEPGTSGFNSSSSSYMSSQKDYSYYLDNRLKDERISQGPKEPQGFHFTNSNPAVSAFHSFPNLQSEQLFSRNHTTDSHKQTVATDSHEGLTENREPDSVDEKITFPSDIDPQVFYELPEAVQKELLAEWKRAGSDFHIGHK
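Pol iota at 10 nM preincubated 15 min with compounds at room temperature; reaction started with fluorescent substrate, 50 nM final. Fluorescence read kinetically at 0 and 10 min; buffer-only wells as negative control.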
Pol beta inh – qHTS Assay for Inhibitors of DNA Polymerase Beta. P06746. Pol beta primer extension/strand displacement, fluorescence kinetic. Potency, µM (series often up to 114 µM), inactives show top-dose activity change, negative = inhibition, usual class: inhibitors. hit rate 1.3% among 340,000. AID 485314, 2010; note: potency is the fitted concentration of half-maximal effect; % is set by controls: 0 for no effect and ±100 for the full control effect
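Enzyme-only controls used 10 nM Pol beta; buffer lacking enzyme served as negative control. Compound preincubated 15 min, then 50 nM substrate added; 0 and 10 min reads at room temperature.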
BLM inh – qHTS Assay for Inhibitors of Bloom's syndrome helicase (BLM); RecQ-like DNA helicase BLM (Homo sapiens), P54132; recombinant BLM DNA unwinding, fluorescence dequenching; Potency, µM (highest dose often 56.1 µM), inactives show at the highest dose activity change, negative = inhibition, usual class: inhibitors; hit rate 0.2% among 350,000;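 note: potency is the fitted concentration of half-maximal effect; plate controls were vehicle for no effect and no enzyme for full effect; nearly all actives have a fitted effect of over 35% in size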
APEX1 inh – qHTS Assay for Inhibitors of the Human Apurinic/apyrimidinic Endonuclease 1 (APE1); DNA repair nuclease/redox regulator APEX1 (Homo sapiens), P27695; Potency, µM (top dose mostly 65.8 µM), inactives show at the highest dose activity change, negative = inhibition, most hits filed as inhibitors; hit rate 0.35% among 350,000; recombinant APE1, TAMRA/BHQ-2 abasic DNA cleavage fluorescence; AID 2517, 2012;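 note: potency is the fitted concentration of half-maximal effect; plate controls were vehicle for no effect and reference inhibitor for full effect; nearly all actives have a fitted effect of over 55% in size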
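Substrate: short duplex with […] THF abasic site, 5'-TAMRA and 3'-BHQ-2, 50 nM final. APE1 at 0.75 nM, preincubated 15 min RT with compound. Fluorescence increase from first to third read measured activity.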
12-LOX inh – Primary qHTS assay for inhibitors of human arachidonate 12S-lipoxygenase (ALOX12): Round 2. Polyunsaturated fatty acid lipoxygenase ALOX12 (Homo sapiens), P18054. purified 12hLO, xylenol orange hydroperoxide absorbance. Potency, µM (top dose mostly 108 µM), for inactives: at the highest dose activity change, negative = inhibition, hits mostly inhibitors. hit rate 1.1% among 580,000. AID 1671190, 2021; note: potency is the fitted concentration of half-maximal effect; % is set by controls: 0 for no effect and ±100 for the full control effect
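Hydroperoxide product was detected by ferrous iron/xylenol orange as the 573 to 405 nm absorbance ratio. Arachidonic acid at 40 uM (final) was turned over for 30 min at room temperature by 150 nM human 12hLO, pH 7.0 Hepes buffer, after 15 min compound preincubation.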
The depositor's hits bear a star; ? = inconclusive; / = not tested or not shown; [ ] = another dose, or the depositor's remark. Unless noted, calls come from the whole dose curve; as a rule, active = well fitted curve in the direction sought with a large enough effect; inconclusive = small, poorly fitted or top-dose-only effect, or another doubt; inactive = no such curve, though single readings can be large; an effect the other way counts as inactive or inconclusive.

SMILES	Anesthetic bind	ERG-DNA inh	Pol kappa inh	TRHR ag	Pol iota inh	Pol beta inh	BLM inh	APEX1 inh	12-LOX inh
Cn1c(/C(C#N)=C/c2ccccc2Br)nc2ccccc21	-9%	0%	?	-1.8	79µM*	6%	-2%	/	-13%
COCCn1c(C)cc(O)c(C(c2ccc(Cl)cc2)N2CCN(c3ccccc3)CC2)c1=O (stereo not drawn)	-15%	-1%	-2%[60.1 µM]	0.5	3%	-2%	-7%	/	-9%
COc1ccc(NC(=O)CN(c2ccc(C)cc2)S(=O)(=O)c2c(C)nn(C)c2C)cc1OC	-13%	-13%	-12%	0.0	?	0%	-14%	-6%	-18%
O=S(=O)(c1ccc(-c2csc(=Nc3ccccc3)n2CCCN2CCOCC2)cc1)N1CCOCC1	249%[activator]	1%	-22%	1.7	6%	0%	-3%	-1%	411%[activator]
C/C(=N\Nc1nccnc1Cl)c1ccc(O)c(C)c1	-10%	0%	?	-0.4	2%	35%	5%	-3%	-30%
COc1ccc(S(=O)(=O)N(CCCN2CCCC2=O)Cc2cc3c(C)cc(C)cc3[nH]c2=O)cc1	?	3%	-5%	2.1	-2%	3%	4%	0%	0%
O=[N+]([O-])c1ccc(-c2ccc(/C=N/O)o2)cc1	-14%	7%	-4%	-0.4	-2%[58.9 µM]	19%	3%	-2%	143%[activator]
COc1cc(OC)c(NC(=O)c2cc3c(s2)-c2ccc(Cl)cc2SC3)cc1Cl	-12%	2%	0%	0.2	31%	36%	-4%	/	-20%
COc1ccc(OC)c(NC(=O)CSc2nnc(CNC(=O)c3cc(OC)c(OC)c(OC)c3)o2)c1	-1%	3%	-9%	0.2	8%	?	-1%	-18%	-26%
O=C(CCCN1C(=O)c2cccc3cccc(c23)C1=O)N1CCN(Cc2ccc3c(c2)OCO3)CC1	?	-3%	-4%	-0.2	7%	11%	0%	0%	62%[activator]
CC(C)C(=O)N1CCC2(CC1)Oc1ccc(Cl)cc1C(=O)C21CC(c2ccc(Cl)cc2)=NO1 (stereo not drawn)	-9%	4%	-13%	-0.1	?	18%	-9%	11%	-30%
Cc1ccc(N2CCN(C(=O)c3ccccc3NC(=O)c3ccccc3C(=O)O)CC2)cc1	-15%	7%	1%	-0.1	-11%	29%	5%	-3%	-21%
CC(=C/c1ccco1)/C=N/NC(=O)Cc1cccn1C	-15%	-10%	?	-0.4	56µM*	9%	-5%	?	?
Cc1ccc([C@H]2C(C(=O)O)=CC[C@@H](c3ccc(Cl)c(Cl)c3)N2S(=O)(=O)c2ccc(C)cc2)cc1	/	1%	-20%	/	-11%	/	/	18%	?
Cc1cccc(-n2c(Cc3cc(=O)[nH]c(=O)[nH]3)nnc2SCC(=O)N2CCCCC2)c1	-5%	8%	-2%	0.0	-11%	-3%	1%	-1%	17%[57.4 µM]
CC1=CCC(C(=O)O)C(C(=O)NC2CCCCC2)C1 (stereo not drawn)	0%	8%	-41%	0.6	?	28µM*	-6%	11%	3%
CC1C[C@@]2(NC(=O)NC2=O)C(C)CN1C (stereo partly drawn)	-5%	6%	-4%	1.1	-7%	14%	0%	7%	-14%
Cn1c([N+](=O)[O-])cnc1N1CCN(c2nncs2)C1=O	-1%	-13%	11%	0.5	-10%	3%	-2%	10%	7%
Cc1nn(CC(=O)Nc2ccc3c(c2)CCC3)c(C)c1[N+](=O)[O-]	/	-2%[15.4 µM]	-3%	0.9	-7%	/	/	16%	?
S=C(Nc1ccccc1Cl)N(Cc1ccccc1)Cc1ccccn1	48%[activator]	9%	-16%	-0.3	29%	-27%	-4%	?	-12%
Brc1ccc(C2Nc3cccc4cccc(c34)N2)o1	-6%	/	-5%	-0.1	?	7%	-1%	?	/
O=C(CC1C(=O)NCCN1C(=O)c1ccc(Cl)cc1)Nc1ccc(F)cc1 (stereo not drawn)	-5%	0%	-13%	0.7	-3%	25%	0%	-3%	?
O=C(Cc1nnc(NC(=O)Nc2ccccc2)s1)NCc1ccccc1	7%	-1%	-4%[60.1 µM]	0.9	15%	37%	0%	-6%	-17%
CN(c1ccccc1)c1ccc(/C=C(/CCC(=O)O)c2nc3ccccc3s2)cc1[N+](=O)[O-]	/	-1%	32µM*	/	18µM*	/	/	/	?

One compound at a time, as listed above:
`Cn1c([N+](=O)[O-])cnc1N1CCN(c2nncs2)C1=O` is listed with Anesthetic bind: -1%; ERG-DNA inh: -13%; Pol kappa inh: 11%; TRHR ag: 0.5; Pol iota inh: -10%; Pol beta inh: 3%; BLM inh: -2%; APEX1 inh: 10%; 12-LOX inh: 7%
`Cc1ccc([C@H]2C(C(=O)O)=CC[C@@H](c3ccc(Cl)c(Cl)c3)N2S(=O)(=O)c2ccc(C)cc2)cc1` is listed with Anesthetic bind: /; ERG-DNA inh: 1%; Pol kappa inh: -20%; TRHR ag: /; Pol iota inh: -11%; Pol beta inh: /; BLM inh: /; APEX1 inh: 18%; 12-LOX inh: ?

Next compounds.
SMILES	Anesthetic bind	ERG-DNA inh	Pol kappa inh	TRHR ag	Pol iota inh	Pol beta inh	BLM inh	APEX1 inh	12-LOX inh
CCC1Oc2ccccc2N(CC(=O)NCc2cc(OC)ccc2OC)C1=O (stereo not drawn)	-3%	-6%	1%[60.1 µM]	-1.3	19%	-18%	-3%	/	-24%
COc1cccc([C@@H]2CC=C(C(=O)O)CN2S(=O)(=O)c2ccc(C)cc2)c1	/	-3%	1%	-0.4	2%	/	/	28%	?
COc1ccc(N(CC(=O)NCc2ccco2)C(=O)CNS(=O)(=O)c2ccc(Cl)cc2)cc1	-16%	8%	-1%	0.1	89%[activator]	8%	-3%	6%[12.4 µM]	-28%
COc1ccc(CNC(=O)CCS(=O)(=O)c2cccc3nonc23)cc1	-12%	-2%	-15%	-0.4	11%	38%	1%	9%	26%
Cc1cccc(N2CCN(C(=O)c3cccc(-n4c(C)nc5cccnc54)c3)CC2C)c1 (stereo not drawn)	42%[activator]	-1%	-3%	-0.2	21%	0%	-1%	/	?
CC(C)CCNC(=O)COc1ccc2c(c1)C(=O)CC(C)(C)O2	437%[activator]	-1%	-6%	0.0	1%	43%	-4%	1%	4%
CCn1cc(CN2CCC(C(=O)Nc3ccc(Oc4ccccc4F)cc3)CC2)c(C)n1	?	5%	-16%	5.2	9%	22%	5%	9%	-3%
Cn1c(SCC(=O)Nc2ccccc2-c2ccccc2)nnc1-c1ccco1	-16%	-3%	-7%	-1.5	9%	-9%	0%	-3%	9%
COc1ccc(N(CC(=O)NC2CCCCC2)S(=O)(=O)c2c(C)[nH]c(=O)[nH]c2=O)cc1	-21%	1%	5%	-0.5	12%	33%	-2%	10%	-11%
CCCOc1ccc(S(=O)(=O)Nc2ccccn2)c2ccccc12	-15%	8%	-6%	0.0	39%[activator]	-2%	-10%	21%	11%
COc1ccccc1C(=O)NC(=S)NNC(=O)c1sc2ccccc2c1Cl	4%	-1%	-9%	36*	-5%	8%	1%	3%	-20%
Cc1cc(C)c2nc(NC(=O)C3CC(=O)N(Cc4ccco4)C3)sc2c1 (stereo not drawn)	?	4%	-8%	0.1	75%[activator]	-1%	-8%	-2%	?
O=C(Nc1ccccc1-c1nc2ccccc2[nH]1)c1ccc(S(=O)(=O)N2CCCCC2)cc1	-10%	-1%	-13%	0.7	13%	31%	-5%	0%	-24%
CCOc1ncccc1C(=O)OCc1c(Cl)cccc1Cl	-1%	4%	-12%	-0.2	1%	0%	-2%	0%	1%
CC(C)(C)n1nnnc1C(c1cccc(C#N)c1)N1CCN2CCCC2C1 (stereo not drawn)	-13%	/	-3%	-0.5	15%	?	-3%	1%	0%
Cc1cccc(NS(=O)(=O)c2csc(C(N)=O)c2)c1C	-1%	-1%	-6%	0.3	10%	17%	-2%	21%	-10%
CCOC(=O)C1=C(C)C2C3C(=O)N(c4ccc(C)cc4C)C(=O)C3C1(C)C1C(=O)N(c3ccc(C)cc3C)C(=O)C21 (stereo not drawn)	-10%	5%	-2%	0.3	8%	25%	0%	4%	-23%
COc1ccc(C(=O)N/C(=C\c2cccs2)C(=O)N2CCN(C)CC2)cc1OC	1%	7%	-3%	0.1	12%	19%	-3%	2%	6%
CCCn1c(N)c(C(=O)CSc2nc3ccccc3c(=O)n2Cc2ccccc2)c(=O)[nH]c1=O	-9%	6%	0%	-0.5	66%[activator]	24%	-7%	-22%	-16%
O=c1[nH][nH]cc1C=NCc1cccnc1	-5%	-2%	7%	0.1	12%	-15%	-8%	?	-9%
CC1C(=O)CC(c2ccccc2)NC1c1ccccc1 (stereo not drawn)	-19%	/	-9%	-0.2	-4%	0%	-5%	3%	0%
CCC(=O)Nc1cccc(-c2nc3ncccc3o2)c1C	-2%	2%	10%	-0.4	14%	3%	-5%	38%	227%[activator]
O=C(Cc1cccs1)NCc1cccc(F)c1	-5%	12%	11%	-0.3	30%	0%	0%	-2%	-7%
CCS(=O)(=O)N1CCc2cc(C(=O)N3CCN(c4ccc(OC)cc4)CC3)ccc21	-5%	0%	-9%	0.4	-5%	8%	-16%	/	-18%
NC(=O)c1ccc(N2CCN(c3ccc(O)cc3)CC2)c([N+](=O)[O-])c1	-12%	-4%	-16%	-0.2	?	-24%	-13%	?	?

A portion of the library. The share of hits here may be higher or lower than overall.
